# Bioassay records deposited in PubChem by National Center for Advancing Translational Sciences (NCATS).
# USP2a block: blocks human ubiquitin-specific protease USP2a; O75604; 330,000 tested, 0.01% active; USP2 core, Ub-CHOP2 coupled fluorogenic reporter, 485/531; Potency, µM (titrated, usually from 38.3 µM), for the others: at the highest dose activity change, negative = inhibition, actives largely listed as inhibitors;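 further: potency means the concentration at half of the fitted maximal effect; plate controls were DMSO wells for no effect and full inhibition by NEM control for full effect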
# Target sequence (O75604 whole entry, looked up): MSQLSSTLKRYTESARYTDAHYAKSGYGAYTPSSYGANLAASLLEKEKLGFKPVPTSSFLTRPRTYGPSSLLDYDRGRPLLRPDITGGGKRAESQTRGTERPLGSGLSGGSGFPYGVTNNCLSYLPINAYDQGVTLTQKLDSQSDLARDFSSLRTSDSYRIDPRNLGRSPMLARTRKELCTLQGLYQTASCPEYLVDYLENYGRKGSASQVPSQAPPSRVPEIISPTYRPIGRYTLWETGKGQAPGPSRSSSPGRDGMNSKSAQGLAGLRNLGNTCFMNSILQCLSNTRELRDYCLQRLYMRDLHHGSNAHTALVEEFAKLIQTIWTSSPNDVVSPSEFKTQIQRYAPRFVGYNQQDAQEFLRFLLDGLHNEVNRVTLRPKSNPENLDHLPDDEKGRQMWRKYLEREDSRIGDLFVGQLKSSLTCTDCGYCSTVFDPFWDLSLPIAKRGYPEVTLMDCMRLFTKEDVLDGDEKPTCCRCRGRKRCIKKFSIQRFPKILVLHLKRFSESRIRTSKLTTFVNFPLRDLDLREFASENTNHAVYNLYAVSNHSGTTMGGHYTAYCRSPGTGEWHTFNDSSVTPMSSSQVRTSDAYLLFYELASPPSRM
#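 Deubiquitinase activity read as fluorescence (485/531 nm) after Ub-CHOP2 cleavage activates the enterokinase reporter on its substrate; USP2 core 10nM, Ub-CHOP2 and substrate 25nM each, 30min compound preincubation then 60min RT; data normalized to NEM, curves fitted.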
# ASM inhibitor: human S-ASM enzyme inhibition; P17405; placental ASM, HMU-PC fluorogenic substrate, 60 min; Potency, µM (doses to about 57.5 µM), for the others: top-dose activity change, negative = inhibition, usual class: inhibitors; 340,000 tested, 0.006% active; further: potency means the concentration at half of the fitted maximal effect
#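 Steps: dispense placental human ASM, pin compound, wait 10 min at room temperature, add HMU-PC0 substrate at 9 uM final, incubate 60 min at 37 °C, add stop solution raising pH to 10, read fluorescence.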
# TSG101-PTAP inh: blocks PTAP/TSG101 interaction to inhibit HIV-1 budding; Q99816; Fluorescence polarization, FITC-PTAP peptide / Tsg101 binding; Potency, µM (highest dose often 115 µM), for the others: at the top dose activity change, negative = inhibition, hits mostly inhibitors; 340,000 tested, under 10 active; AID 493005; active means well fitted inhibition curve with a large enough effect in the main read-out, with a control signal flat, not every such curve was filed as active; inconclusive means small, poorly fitted or top-dose-only effect, or effect the other way, or a change in a side signal; inactive means no such curve, though single readings can be large or run the other way; further: potency means the concentration at half of the fitted maximal effect; % of control where 0% means no effect
#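 Steps: Tsg101 binding domain dispensed (10 uM final), compounds pinned in DMSO, FITC-labeled PTAP-motif peptide added (50 nM final); after 20 min binding at room temperature, polarization measured.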
# p53 reactivation: re-activators of mutant p53; H1299 p53-A138V BP100-luciferase reporter, luminescence, 24 h; 320,000 tested, 0.063% active; Potency, µM (highest dose often 92.2 µM), for inactives: at the top dose activity change, positive = activation, hits mostly activators; further: potency means the concentration at half of the fitted maximal effect; % of control where 0% means no effect; nearly all actives have a fitted effect of over 45% in size
#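 H1299 (p53-null), stable ts p53-A138V + BP100-Luc; 1000 cells/well, Opti-MEM/10% FBS; cpd 4 pt, 1:5; 24 h, 37 deg C, 5% CO2; detection reagent 10 min RT; luminescence.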
# TRPV1 ag: human TRPV1 agonism; Q8NER1; TRPV1-expressing cells, Fluo-8 calcium influx, agonist mode; activation, % at 8.33 µM; 320,000 tested, 0.19% active; AID 540275; in the data active means activation above about 80%; inconclusive means between about 30% and that limit; further: 0% is about no effect
#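 Fluo-8 calcium influx in TRPV1-expressing cells, kinetic read (ex 480/em 520 nm). Compound added and read 3 min for agonist activity, followed by capsaicin at EC20 final and 2 min further read for enhancement.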
# uPA surface inh: blocks generation of uPA at the cell surface | Potency, µM (series often up to 38.3 µM), inactives show top-dose activity change, negative = inhibition, most hits filed as inhibitors | cell surface uPA generation assay, qHTS | 330,000 tested, 0.31% active; active means well fitted inhibition curve with a large enough effect; inconclusive means small, poorly fitted or top-dose-only effect; inactive means no such curve, though single readings can be large or run the other way; tested in mouse RAW 264.7 cells; further: potency means the concentration at half of the fitted maximal effect; on the % scale 0 is the no-effect control and ±100 the full control effect; nearly all actives have a fitted effect of over 55% in size
# ELG1 genotoxic: induces genotoxicity in HEK293T cells with luciferase-tagged ELG1; HEK293T ELG1-luciferase reporter, luminescence, 16 h; Potency, µM (series often up to 46 µM), inactives show at the highest dose activity change, positive = activation, hits mostly activators; 330,000 tested, 1.3% active; AID 504466; further: potency means the concentration at half of the fitted maximal effect; % of control where 0% means no effect; nearly all actives have a fitted effect of over 60% in size
#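 Luminescence read-out: rising ELG1-luciferase signal, reflecting elevated ELG1 protein under genetic stress, flags genotoxic compounds. Cells were treated for 16 hr at 37 °C before ONE-Glo detection.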
# a7 integrin act: activates integrin-mediated alleviation for muscular dystrophy; alpha7betagal myoblasts, beta-gal FDG fluorescence, 48 h; Potency, µM (highest dose often 38.3 µM), inactives show at the top dose activation, usual class: activators; 350,000 tested, 0.064% active; AID 624291;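 further: potency means the concentration at half of the fitted maximal effect; 100% = response of the positive control SU9516; nearly all actives have a fitted effect of over 60% in size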
#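 alpha7betagal+/- myoblasts (passage 13, 250/well) treated 48 h at 37C with compounds at 1:260 dilution of DMSO stock. Lysed, then beta-galactosidase activity read as FDG fluorescence (ex 480/em 540) after 30 min, with pre-read for autofluorescence.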
# Eya2 inh: Eya2 (human) phosphatase inhibition; recombinant Eya2, OMFP fluorescence dephosphorylation (OMFP is methylfluorescein phosphate); 330,000 tested, 0.006% active; AID 488837; Potency, µM (series often up to 76.9 µM), inactives show at the highest dose activity, negative = inhibition, most hits filed as inhibitors; further: potency means the concentration at half of the fitted maximal effect; on the % scale 0 is the no-effect control and ±100 the full control effect
#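 Eya2 (0.2 uM) preincubated 10 min at ambient with compound, then OMFP substrate added at 50 uM; 10 min reaction in 50 mM HEPES pH 7.5, 50 mM NaCl, 5 uM MgCl2, 0.05% BSA, 1 mM DTT. Fluorescence read at Ex 485/Em 525 nm.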
# B2AR arrestin: beta2AR (human) beta-arrestin recruitment activity; P07550; beta-arrestin recruitment to beta2AR, cell-based reporter; Potency, µM (series often up to 46.1 µM), inactives show at the highest dose activation, most hits filed as activators; 330,000 tested, 0.02% active;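 further: potency means the concentration at half of the fitted maximal effect; 0% = DMSO controls and full agonism = EC100 isoproterenol or metaproterenol; nearly all actives have a fitted effect of over 65% in size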
# Target sequence (P07550 whole entry, looked up): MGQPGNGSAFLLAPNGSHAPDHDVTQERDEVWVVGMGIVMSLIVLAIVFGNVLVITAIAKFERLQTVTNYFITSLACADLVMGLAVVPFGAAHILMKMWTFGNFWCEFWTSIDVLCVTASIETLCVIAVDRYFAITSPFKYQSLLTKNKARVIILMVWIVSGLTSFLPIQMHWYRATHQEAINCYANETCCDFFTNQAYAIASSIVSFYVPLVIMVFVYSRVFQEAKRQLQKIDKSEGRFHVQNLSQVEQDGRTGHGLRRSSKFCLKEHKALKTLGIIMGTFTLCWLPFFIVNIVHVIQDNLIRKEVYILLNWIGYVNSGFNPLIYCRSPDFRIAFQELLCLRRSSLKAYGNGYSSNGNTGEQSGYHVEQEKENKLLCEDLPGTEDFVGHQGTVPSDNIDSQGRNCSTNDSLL
# BRCA1 expr up: activators of BRCA1 expression; MCF7-BRCA1-FFLuc reporter, luminescence, 48 h; response scale: scaled: vehicle 0%, 10 µM genistein 100%; Potency, µM (top dose mostly 46.1 µM), inactives show at the highest dose activation, hits mostly activators; 380,000 tested, 1.1% active; further: potency means the concentration at half of the fitted maximal effect; nearly all actives have a fitted effect of over 80% in size; some results filed as inactive show a strong effect at the top dose
#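 Using MCF7 cells harboring a BRCA1 firefly luciferase reporter, plated 2 h before compound pinning, the screen measured luminescence after 48 h incubation. Responses were normalized to DMSO and 10 microM genistein, then fitted for concentration-effect.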
# Active calls of the source: *; ? = inconclusive; · = no result given; [ ] = remark or other dose. Unless noted, the call rests on the fitted dose curve; in most records, active means well fitted curve in the direction sought with a large enough effect; inconclusive means small, poorly fitted or top-dose-only effect, or another doubt; inactive means no such curve, though single readings can be large; an effect the other way counts as inactive or inconclusive.
SMILES,USP2a block,ASM inhibitor,TSG101-PTAP inh,p53 reactivation,TRPV1 ag,uPA surface inh,ELG1 genotoxic,a7 integrin act,Eya2 inh,B2AR arrestin,BRCA1 expr up
C=CCNc1nc(C)c(CNc2c(C)cc(C)cc2C)nc1C#N,0%,44%[activator],0%,·,2,-2%,-5%,21%,-7%,-0.4%,-1%
CC(=O)NCCNc1nc2c(-c3cccc(C)c3)nnn2c2ccccc12,3%,144%[activator],0%,-23%,22,7%,-4%,2%,2%,-1.1%,-1%
COC(=O)c1ccc(NC(=O)CCN2CCN(CCC(=O)Nc3ccc(C(=O)OC)cc3)CC2)cc1,8%,1%,-1%,2%,0,6%,0%,6%,0%,0.1%,-25%
COc1ccc(CCNC(=O)C2CCCN2C(=O)Nc2ccccc2)cc1OC (stereo not drawn),1%,6%,-4%,·,-2,0%,0%,-1%,-6%,0.0%,-4%
CCN(CC)S(=O)(=O)c1cc(C(=O)Nc2ccccc2C(=O)O)ccc1OC,-2%,1%,-8%,5%,1,-22%,5%,-22%,14%,-0.6%,12%
O=C(CSc1ccccc1)Nc1ccc(N2CCN(c3ccccc3)CC2)c(F)c1,-1%,0%,-3%,-5%,1,7%,0%,-16%,-5%,0.2%,0%
O=C(CCc1ccc(S(=O)(=O)NC2CCCCC2)cc1)Nc1ccccc1,-1%,-5%,-6%,4%,13,5%,-6%,?,-38%,-0.1%,-19%
O=C1C(Cc2ccccc2)Nc2ncnc(N3CCc4ccccc4C3)c2N1Cc1ccccc1 (stereo not drawn),-1%,8%,1%,-1%,·,?,-2%,-19%,-1%,-0.9%,-27%
CC(=O)N=c1sc2nc3ccccc3nc2n1N(C(C)=O)C(C)=O,0%,-1%,-8%,1%,-1,0%,1%,23%,14%,-0.1%,4%
CN(Cc1cccs1)C(=O)CSc1nnnn1C,1%,2%,0%,2%,-3,-5%,-3%,1%,16%,-0.3%,3%
C=CCN(C(=O)CCC(=O)Nc1cc(C)on1)C(C(=O)NC1CCCC1)c1ccc(Cl)cc1 (stereo not drawn),-1%,-1%,-4%,5%,5,3%,-10%,-5%,-6%,-0.5%,3%
Fc1cccc(Cl)c1CSc1ncn[nH]1,1%,2%,-1%,5%,1,0%,0%,-4%,3%,0.4%,17%
CC(C)(C)NNC(=S)Nc1ccc(S(=O)(=O)N2CCOCC2)cc1,-1%,4%,-4%,?,4,-1%,-5%,-22%,-3%,-0.2%,-4%
CC1=CS(=O)(=O)CC1Sc1ncn[nH]1 (stereo not drawn),1%,1%,-1%,2%,4,1%,1%,-19%,-4%,-0.4%,-18%
O=C(N/N=C/C=C/c1ccco1)C(O)c1ccccc1 (stereo not drawn),·,-4%,-1%,·,·,5%,·,18%,·,·,21%
O=C(NCC(c1cccs1)N1CCOCC1)c1cc([N+](=O)[O-])ccc1Cl (stereo not drawn),4%,-3%,-3%,-4%,6,2%,-4%,-49%[inhibitor],-4%,-0.6%,-17%
CC(O)c1ccc(OCCN(C)c2ccccn2)cc1 (stereo not drawn),4%,-4%,-3%,11%,1,-8%,?,-12%,-1%,-0.8%,11µM*
CCn1c(-c2ccccc2Cl)nn(CC(=O)Nc2ccc(OC)cc2)c1=S,2%,6%,-9%,9%,0,2%,-4%,18%,-33%,-0.1%,12%
CCN(CC)CCOC(=O)c1ccc(NC(=O)c2cn(-c3ccccc3)nc2-c2cccs2)cc1,2%,?,-6%,2%,1,-3%,?,-69%[inhibitor],-4%,-0.1%,-35%
Cc1ccc(OC(C)C(=O)N(Cc2cccs2)C2CCS(=O)(=O)C2)cc1C (stereo not drawn),-5%,0%,-5%,-5%,6,-3%,0%,?,0%,0.2%,-5%
Cc1cc(C)nc(SCC(=O)O)n1,4%,0%,-3%,-6%,3,4%,0%,12%,10%,0.3%,-2%
COc1cccc(COC(=O)C2CCN(C(=O)c3ccc(F)cc3)CC2)c1OC,-2%,-2%,-2%,3%,15,-2%,-3%,2%,1%,-0.7%,-1%
CCC(C)(C)NC(=O)c1ccc(S(=O)(=O)N(C)c2ccccc2OC)cc1,·,2%,-6%,·,4,2%,·,-11%,·,·,0%
COCCNC(=O)C(c1ccc(C)cc1)N(C(=O)CCC(=O)Nc1ccccn1)c1ccccc1C (stereo not drawn),-1%,4%,-3%,-6%,3,0%,-3%,15%,-6%,-0.3%,-2%
O=C(NCCc1ccc(Cl)cc1)C12CC3CC(CC(O)(C3)C1)C2,-2%,2%,-5%,10%,?,3%,4%,10%,3%,0.2%,32%
CC1C(=O)CC(c2ccc([N+](=O)[O-])cc2)NC1c1ccc([N+](=O)[O-])cc1 (stereo not drawn),3%,-4%,-6%,-1%,0,2%,-5%,-9%,0%,-0.5%,-43%
O=C(/C=C/c1cccc(Cl)c1)NNC(=O)c1ccncc1,1%,-1%,-8%,7%,1,-6%,-1%,-26%,1%,-0.1%,-19%
Cc1cc(C(=O)OCC(=O)N2CC(C)OC(C)C2)c(C)n1-c1ccccc1 (stereo not drawn),-1%,1%,-3%,1%,25,1%,0%,21%,3%,-0.2%,2%
O=c1[nH]n(-c2ccccn2)c(=O)c2ccccc12,0%,5%,-3%,9%,1,-2%,-3%,-19%,0%,-0.3%,-19%
Cc1cc(C)n(CCNCc2c(C(=O)N3C[C@@H](C)O[C@@H](C)C3)nc3ccc(Cl)cn23)n1,1%,2%,3%,1%,1,1%,0%,8%,-1%,0.2%,-10%
O=C(O)CCn1c2ccccc2c2nc3ccccc3nc21,-1%,0%,0%,?,7,-1%,11%,8%,-1%,-0.5%,-17%
COc1ccccc1CCC(=O)OCC(=O)Nc1cccc(S(=O)(=O)N2CCOCC2)c1,0%,1%,-3%,3%,-3,3%,-2%,?,-18%,-0.7%,-1%
Cn1c(SCC(=O)Nc2ccccc2)nc(O)cc1=O,-4%,-1%,-7%,0%,·,·,-4%,-38%,-9%,-0.4%,-2%
Cc1ccc(S(=O)(=O)Nc2ccncc2)c(C)c1,-2%,7%,-1%,-3%,3,-2%,0%,-2%,8%,-0.5%,11%
Cc1ccc(/C=C/C(=O)O)cc1S(=O)(=O)NCc1ccco1,-5%,3%,-1%,-3%,-3,1%,-1%,24%,19%,-0.3%,-23%
CCOC(=O)c1cnc2ccccc2c1NCCO,2%,2%,-2%,0%,0,0%,-3%,-28%,6%,-1.0%,34%
CCOc1ccccc1-n1nnnc1SCC(=O)N1CCCC1=O,4%,3%,-1%,3%,·,2%,4%,37%,-16%,0.2%,1%
COC(=O)c1c(NC(=O)c2ccco2)sc(C)c1C,0%,46%,-11%,-3%,-2,-3%,4%,22%,18%,0.0%,-67%
N#Cc1ccc(CSc2nnc3[nH]c(=O)cc(N)n23)cc1,6%,3%,-2%,-2%,0,1%,6%,19%,-14%,0.0%,-9%
CN(C)S(=O)(=O)c1cccc(NC(=S)N2CCc3ccccc32)c1,0%,-2%,-6%,7%,0,-15%,-18%,71%,6%,-0.7%,-10%
O=C(CN(C(=O)CCC(=O)Nc1ccccn1)c1ccc2c(c1)OCO2)NCc1ccco1,2%,-1%,-4%,2%,0,-1%,5%,11%,-15%,0.5%,-5%
O=S(=O)(c1ccc(F)cc1)N1CCN(CC(O)COCC2CCCO2)CC1 (stereo not drawn),0%,2%,0%,1%,-1,1%,2%,-13%,8%,-0.2%,-2%
CC1CCCN(S(=O)(=O)CCNC(=O)c2ccccc2)C1 (stereo not drawn),0%,2%,2%,9%,28,5%,2%,18%,14%,0.0%,-6%
NC1=NC(=O)/C(=C/c2ccc(Cl)cc2Cl)S1,9%,14%,-8%,7%,-1,1%,5%,-30%,12%,0.0%,-8%
CCOC(=O)N1CCN(C(=O)NC2CCCCC2)CC1,-3%,-1%,-1%,13%,3,-1%,4%,-8%,?,0.0%,8%
O=c1[nH]n(-c2ccc(Cl)cc2)c2ncccc12,-1%,-3%,-5%,2%,·,·,1%,39%,-12%,-0.7%,-19%

# An excerpt from above in order of their number in TSG101-PTAP inh, falling.
structure | ASM inhibitor | TSG101-PTAP inh | p53 reactivation | TRPV1 ag | uPA surface inh | a7 integrin act | Eya2 inh | B2AR arrestin
O=S(=O)(c1ccc(F)cc1)N1CCN(CC(O)COCC2CCCO2)CC1 (stereo not drawn) | 2% | 0% | 1% | -1 | 1% | -13% | 8% | -0.2%
O=C(CN(C(=O)CCC(=O)Nc1ccccn1)c1ccc2c(c1)OCO2)NCc1ccco1 | -1% | -4% | 2% | 0 | -1% | 11% | -15% | 0.5%
NC1=NC(=O)/C(=C/c2ccc(Cl)cc2Cl)S1 | 14% | -8% | 7% | -1 | 1% | -30% | 12% | 0.0%
